mlh1 rad18: NCI yeast anticancer drug screen, S. cerevisiae mlh1 rad18 strain; hit rate 11% among 79,000; growth inhibition, % at 50 µM; AID 175;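 further: 0% = growth of vehicle-only cultures of the same strain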
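Growth inhibition of the yeast strain was measured after compound exposure and expressed relative to vehicle-treated controls. The strain carries defined defects in DNA damage repair.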
yeast bub3: NCI yeast anticancer drug screen, S. cerevisiae bub3 mutant strain. growth inhibition, % at 50 µM. hit rate 9.9% among 78,000;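 further: 0% = growth of vehicle-only cultures of the same strain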
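Readout: yeast growth inhibition, expressed relative to vehicle-only wells. The test organism is a mutant strain from a panel with lesions in DNA repair or checkpoint genes.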
yeast rad50: NCI yeast anticancer drug screen, S. cerevisiae rad50 strain; % growth inhibition at 50 µM; hit rate 10% among 79,000;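 further: 0% = growth of vehicle-only cultures of the same strain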
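Vehicle-treated cultures provide the reference for the growth inhibition reported for compound-exposed, repair-deficient yeast.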
cln2 rad14: NCI yeast anticancer drug screen, S. cerevisiae cln2 rad14 strain | % growth inhibition at 50 µM | hit rate 8.3% among 78,000 | AID 165;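 further: 0% = growth of vehicle-only cultures of the same strain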
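Strain: cln2 rad14 yeast, altered in cell cycle control and DNA damage repair. Read-out: growth inhibition vs vehicle.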
sgs1 mgt1: NCI yeast anticancer drug screen, S. cerevisiae sgs1 mgt1 strain. hit rate 10% among 78,000. AID 161. % growth inhibition at 50 µM;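 further: 0% = growth of vehicle-only cultures of the same strain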
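Test agents were incubated with a DNA-repair-mutant yeast strain. Growth was then read and compared against vehicle-treated controls.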
yeast mec2-1: NCI yeast anticancer drug screen, S. cerevisiae mec2-1 strain | % growth inhibition at 50 µM | AID 157 | hit rate 9% among 79,000;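 further: 0% = growth of vehicle-only cultures of the same strain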
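Using mec2-1 yeast: add compound, measure growth, express inhibition versus vehicle-treated cultures.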
* marks the source's active call; other numbers are inactive results; & = joins results of further samples. No stated cut-off is given here; in the data, active means growth inhibition above about 70%; inactive means the rest. An unsorted share of the library; 14% or so of the library scored in one or more.

SMILES	mlh1 rad18	yeast bub3	yeast rad50	cln2 rad14	sgs1 mgt1	yeast mec2-1
COc1cccc(/C=N/N(C)C)c1O	20	1	56	11	-2	9
CC(=O)OC1CCC(OC(C)=O)CC1 (stereo not given)	1	0	-2	-28	-10	1
CCCCC/C=C\C/C=C\CCCCCCCC(=O)O	-34	-51	-28	6	-33	-36
Clc1ccc(CN2COc3c(ccc4ccccc34)C2)cc1Cl	14	7	2	10	18	15
COc1cc(NCCCCCCNC(C)C)c2nccc(C)c2c1	-6	6	29	10	-4	12
Cc1c(C)n(-c2ccccc2)c2nc(S(C)(=O)=O)nc(S(C)(=O)=O)c12	87*	85*	71*	86*	86*	79*
CC(=O)OCC(OC(C)=O)C1OCOC2COCOC21 (stereo not given)	35	28	5	-5	24	14
O=[N+]([O-])c1cccc(/C=N/Nc2ccc(S(=O)(=O)O)cc2)c1	39	13	19	2	-2	19
CC1=NN(c2ccc(S(=O)(=O)O)cc2)C(=O)C1N=Nc1ccc(-c2ccc(N=Nc3ccc(OS(=O)(=O)c4ccc(C)cc4)cc3)c(S(=O)(=O)O)c2)cc1 (stereo not given)	28	4	17	5	50	-11
O=c1cc(C(F)(F)F)[nH]c2ccc(F)cc12	8	-27	2	-28	6	-10
CN(C)CC1CCC(CN(C)C)C(=O)C1=O (stereo not given)	-31	-31	-36	-15	-64	-39
O=C(CC1(O)C(=O)Nc2c(Cl)cc(Cl)cc21)c1ccc(Cl)cc1 (stereo not given)	94*	72*	85*	82*	81*	70*
COc1ccc(N(CN2C(=O)CCC2C(=O)O)C(C)=O)cc1 (stereo not given)	-75	-35	-13	14	-26	-7
N#CC1(c2ccc(Cl)cc2)CC1	23	3	14	15	3	-14
O=C(c1ccccc1)C(CC(C(=O)c1ccccc1)c1ccccc1)c1ccccc1 (stereo not given)	2	-2	-14	3	8	7
CSc1c(S(C)=O)c2ccccc2n1C (stereo not given)	-26	-40	-21	-6	-22	-13
OC1CCC(c2ccccc2)CC1 (stereo not given)	7	5	29	16	20	12
O=C(Oc1ccc(OC(Oc2ccccc2)c2ccccc2)cc1)c1ccccc1 (stereo not given)	-33	-12	-32	0	-49	-6
N#C/C(=C/c1cccs1)c1ccc(Cl)cc1	2	-16	-5	-21	-12	-15
NCC(=O)c1cc2ccccc2[n+]([O-])c1	-14	-8	2	-51	2	-4
CC1(C)OCC(C2OC3OC(C)(C)OC3C2OC(=S)SSC(=S)OC2C(C3COC(C)(C)O3)OC3OC(C)(C)OC32)O1 (stereo not given)	28	1	-6	-5	-7	1
CC(C)NC(=O)c1ccccc1Cl	-10	-15	-22	-55	-15	-2
CCC1CN2CCc3c([nH]c4ccccc34)[C@@](C(=O)OC)(c3cc4c(cc3OC)N(C)C3C(O)(C(=O)OC)C(C(=O)OC)C5(CC)C=CCN6CCC43C65)C[C@@H](C2)[C@@H]1C(C)(C)C (stereo not given in full)	-73	-36	-6	-14	-9	-10
O=[N+]([O-])c1ccc2nccnc2c1	26	4	5	10	-4	19
C=C(Cl)COc1ccc(OCC(=C)Cl)cc1	1	42	19	23	32	-17
COc1cccc(C2c3cc4c(cc3OC(N3CCCC3)C2C)OCO4)c1O (stereo not given)	-11	12	14	-20	3	-19
Cc1ccc(S(=O)(=O)N/N=C2/CCC(C(C)(C)C)CC2Br)cc1 (stereo not given)	2	17	4	-3	-6	-2
CNC(=O)c1nnn(Cc2ccc(OC)cc2)c1Cl	-8	-1	-8	-69	-15	-9
O=C1c2cccc3cc([N+](=O)[O-])cc(c23)C(=O)N1CCCN(CCO)CCO	33	28	15	5	8	-11
O=c1n(-c2ccccc2)c(=O)n2c(-c3ccccc3)c(-c3ccccc3)n12	-31	-24	39	-13	-36	-24
O=C(O)CC1CCCc2ccccc2C1=O (stereo not given)	18	49	34	26	18	46
CCS(=O)(=O)/C=C/c1ccc(Cl)c(Cl)c1	10	3	15	-1	2	-8
COc1ccc(CC(C)=C(C#N)C#N)cc1OC	-17	0	-11	12	-8	-2
CSc1ccc(NC(=O)NNP(=S)(Oc2ccc(C(C)(C)C)cc2)Oc2ccc(C(C)(C)C)cc2)cc1	-6	-6	-11	14	0	-18
CS(=O)(=O)OC[C@@H]1C2CCC(C2)[C@@H]1COS(C)(=O)=O	-14	-4	-8	-53	2	-13
C=C1c2nc3ccccc3n2C=C(c2ccc(Cl)cc2)N1c1ccccc1	34	-2	-5	10	-11	23
O=C1C(c2cnc3ccccc3n2)=C(O)c2ccccc21	-31	-12	-29	3	-3	-33
NC(=O)SCC(=O)Nc1cccc(O)c1	-26	-34	-6	3	-6	-32
CC1(C)N=C(N)N=C(N)N1c1ccc(N)cc1	8	-21	2	-37	3	-4
CC(C)(C)CC(CC(C)(C)C)C(=O)O	21	4	29	2	-4	-1
O=C(O)c1ccccc1C(=O)OC1CC2CCC1C2 (stereo not given)	2	13	-26	24	-10	-23
CCCCOc1cc(C(=O)O)ccc1[N+](=O)[O-]	-3	-19	-11	-6	-10	-19
NC(=O)C(=CNC(=S)N=Nc1c(O)[nH]c2ccccc12)C(N)=O	8	-14	-22	10	-23	-25
Cc1ccc(C)o1	3	-1	-5	-12	-9	6
O=C(N/N=C/c1ccccc1Cl)c1ccccc1	-10	-4	-19	-8	-5	-1
Nc1nc2c(-c3ccc([N+](=O)[O-])cc3)nnn2c2ccccc12	25	22	13	10	37	6
CC(C)(C#N)OC(=O)Nc1c(Cl)cccc1Cl	6	11	2	4	5	-23
CCN(CC)C(=S)N/N=C(/c1ccccc1)c1ccccn1	83*	85*	71*	82*	82*	77*
CCOC(=O)/C(C#N)=C/c1cccc(C)c1	-7	23	-19	13	-25	23
CN(C)CCN1N=Nc2cccc3cccc1c23	39	31	43	19	11	18
N#CCCCCN1CCOCC1	21	-9	10	22	-22	-8
c1ccc2c(c1)C(=NCCCN1CCCCCCC1)c1cccn1-2	25	23	24	-3	29	10
c1ccc2c(c1)CC1Nc3ccccc3C21 (stereo not given)	24	-14	26	-15	7	-5
O=C(CCS)C(=O)CCS	-3	-22	0	0	16	7
CCOC(CCC#N)c1ccccc1 (stereo not given)	-7	-13	-3	8	-10	1
CC(C)(C)c1cc(C(=O)/C=C/c2ccccc2)cc(C(C)(C)C)c1O	8	4	14	14	24	-2
COc1ccc2cc1Oc1ccc(cc1)C[C@H]1c3cc(c(OC)cc3CCN1C)Oc1c(OC)c(OC)cc3c1[C@H](C2)N(C)CC3	-39&-31	20&-6	24&27	4&-26	6&-16	-23&12
COC(=O)Nn1cc(C(C(C)=O)C(C)=O)c(C(C)=O)c1C	18	0	-7	-36	8	0
NCC(O)CN	1	-1	-14	-8	-3	-1
CC(=O)c1c2c(cc3c1CC1(Cc4ccccc4C1=O)C3)CCC2 (stereo not given)	61	64	37	46	60	43
Continued:
SMILES	mlh1 rad18	yeast bub3	yeast rad50	cln2 rad14	sgs1 mgt1	yeast mec2-1
Cc1cccc(OC(=O)Cc2ccccc2)c1	-8&-16	-13&14	-34&-17	-38&-9	-8&-6	-8&-15
O=C(O)c1c(I)cc(I)c(O)c1I	-7	11	-1	8	2	-14
C=C1C(=O)OC2/C=C(\C)C(=O)CC3OC(C)(C)OC3(C)CC(OC(=O)/C(C)=C/C)C12 (stereo not given)	-31	-16	15	10	17	-14
CCCc1cc2c(cc1CC#N)OCO2	18	-3	-6	2	-10	19
CCCCCCCCCCCCCCCCCC(=O)N/N=C/C=C/c1ccccc1	26	1	5	-4	-5	10
CN(C)CCNC(=O)C(c1ccccc1)c1ccccc1	98*	98*	63	96*	13	95*
Cc1ccc(CCOS(=O)(=O)c2ccc(C)cc2)cc1	11	28	14	10	-1	-26
Cc1cccc(NC(=O)c2cc3cc(N=Nc4ccccc4Cl)ccc3oc2=O)c1	71*	78*	78*	35	75*	70*
CC(C)(C)OC(=O)CNC(=O)C(Cc1ccccc1)NC(=O)C(N)CSC(c1ccccc1)(c1ccccc1)c1ccccc1 (stereo not given)	73*	18	59	41	76*	82*
COc1ccc(N2C(=O)C3c4[nH]c5ccccc5c4C4CCCCCCCCCCC4C3C2=O)cc1 (stereo not given)	-4	-26	10	-65	-3	-20
C=CC(=O)Nc1ccc(Br)cc1	2	9	3	-7	-4	-9
COc1cc(-c2ccc(Nc3ccccc3C(=O)O)c(OC)c2)ccc1Nc1ccccc1C(=O)O	-12	4	-4	8	1	0
CC(C)N(C(=O)c1cccc([N+](=O)[O-])c1)C(C)C	16	-4	15	-31	8	11
CC1(C)C(=O)C=C(c2ccccc2)C1(O)c1ccccc1 (stereo not given)	-39	22	-9	5	17	-30
CCOC(=O)CNS(=O)(=O)c1ccccc1	-4	16	13	41	-9	12
CCOC(=O)C1(C#N)C(C#N)(C#N)C1(C)CC (stereo not given)	-1	1	11	-1	25	-1
CC(=O)COC(=O)c1ccccc1	26	10	32	0	29	4
CC1CC[N+](C)([B-](F)(F)F)CC1 (stereo not given)	11	2	1	-31	12	2
CN1CCC(c2ccccc2)(c2ccccc2)OC1	5	10	4	-8	7	7
O=C1C(c2ccccc2Cl)[C@H]2CC=C[C@H]2N1O (stereo not given in full)	-5	-22	-26	7	-8	-39
Cc1c2cnccc2c(C)c2c1sc1ccccc12	98*	81*	96*	75*	90*	73*
COc1ccc2c(NCCCCCCNc3c4ccccc4nc4cc(OC)ccc34)c3ccccc3nc2c1	90*	91*	90*	88*	92*	92*
CC1=Nn2c(nnc2-c2ccc(Cl)cc2)NC(C)(C)C1	26	39	25	8	8	6
C=C(C(=O)OC1C/C(C)=C/C(O)C/C(C)=C/C2OC(=O)C(=C)C21)C(C)O (stereo not given)	-58	5	-13	13	-20	-14
COC(=O)C1=C2\c3cc4c(cc3CCN2C(=O)c2ccc(OC)c(OC)c2/C(OC)=C\1)OCO4	24	-2	46	21	9	12
CN(C)C1=CC(=S)NC2CCCCC12 (stereo not given)	22	-10	4	2	11	-5
N#CC1=C(O)/C(=C\c2ccc(Cl)cc2)N=C1N	-3	-6	-28	-14	-8	-14
Cc1cccn(C(=O)c2ccccc2)c1=N	29	-17	-8	-42	1	4
Cn1c(=O)c2c(ncn2CCSc2nnnc3ccccc23)n(C)c1=O	-8	14	9	-24	4	1
CN(C)CCCNC(=O)c1cccc2cccc(C(=O)O)c12	20	6	18	26	14	11
O=C(NCCNCCNC(=O)C(F)(F)F)C(F)(F)F	-42	-2	-10	13	-4	-17
OCCSCc1cc(Cl)cc(Cl)c1O	79*	78*	56	44	79*	48
COC(=O)[C@@H]1[C@H](O)[C@H](C)[C@H](O)[C@H](C)/C=C\C=C(C)C(=O)Nc2c(C)c(OC(C)=O)c3c(c2O)C(=O)C(C)=C2OCOC(=C23)C(C)=C[C@@](C)(O)[C@H](O)[C@@H](C)[C@H]1OC(C)=O	-13&11	-28&-19	-5&6	-11&19	-49&-24	-46&-26
CC(C)(/C=N/O)/[N+]([O-])=C/c1ccccc1	-31	-14	-53	-43	-30	-21
Cc1ccc(N2CCCCN(c3ccc(C)cc3)/C(c3ccccc3)=C\2c2ccccc2)cc1	-30	-1	-9	-8	-7	-7
O=C1NC2=NN=C(c3ccc(Br)cc3)CN2NC12c1ccccc1-c1ccccc12	4	-14	-22	22	-14	-16
O=C(OC(COCc1ccccc1)C(OC(=O)c1ccccc1)C(OC(=O)c1ccccc1)C(COCc1ccccc1)OC(=O)c1ccccc1)c1ccccc1 (stereo not given)	11	0	-12	-33	-11	-10
O=c1cc2oc3cc(O)c(O)cc3c(-c3ccccc3)c-2cc1O	35&-4	16&-10	15&-4	-24&-6	26&-3	33&-16
O=C(c1ccccc1)C(C(c1cccc([N+](=O)[O-])c1)N1CCOCC1)N1CCOCC1 (stereo not given)	27	9	10	2	21	4

Full records, looked up by structure. Order of values: mlh1 rad18	yeast bub3	yeast rad50	cln2 rad14	sgs1 mgt1	yeast mec2-1
Profile of Cc1ccc(N2CCCCN(c3ccc(C)cc3)/C(c3ccccc3)=C\2c2ccccc2)cc1 = -30	-1	-9	-8	-7	-7
Profile of O=C1NC2=NN=C(c3ccc(Br)cc3)CN2NC12c1ccccc1-c1ccccc12 = 4	-14	-22	22	-14	-16
Profile of O=C(c1ccccc1)C(C(c1cccc([N+](=O)[O-])c1)N1CCOCC1)N1CCOCC1 (stereo not given) = 27	9	10	2	21	4
Profile of O=C(OC(COCc1ccccc1)C(OC(=O)c1ccccc1)C(OC(=O)c1ccccc1)C(COCc1ccccc1)OC(=O)c1ccccc1)c1ccccc1 (stereo not given) = 11	0	-12	-33	-11	-10
Profile of COC(=O)[C@@H]1[C@H](O)[C@H](C)[C@H](O)[C@H](C)/C=C\C=C(C)C(=O)Nc2c(C)c(OC(C)=O)c3c(c2O)C(=O)C(C)=C2OCOC(=C23)C(C)=C[C@@](C)(O)[C@H](O)[C@@H](C)[C@H]1OC(C)=O = -13&11	-28&-19	-5&6	-11&19	-49&-24	-46&-26

Screening results as filed in PubChem.
